Pol eta inh: qHTS for Inhibitors of Polymerase Eta; recombinant Pol eta, fluorescent DNA replication assay; Potency, µM (top dose mostly 114 µM), inactives show at the top dose activity change, negative = inhibition, hits mostly inhibitors; actives 1.2% (n = 390,000); note: potency is the fitted concentration of half-maximal effect; % is set by controls: 0 for no effect and ±100 for the full control effect
Target sequence (Q9Y253 whole entry, looked up): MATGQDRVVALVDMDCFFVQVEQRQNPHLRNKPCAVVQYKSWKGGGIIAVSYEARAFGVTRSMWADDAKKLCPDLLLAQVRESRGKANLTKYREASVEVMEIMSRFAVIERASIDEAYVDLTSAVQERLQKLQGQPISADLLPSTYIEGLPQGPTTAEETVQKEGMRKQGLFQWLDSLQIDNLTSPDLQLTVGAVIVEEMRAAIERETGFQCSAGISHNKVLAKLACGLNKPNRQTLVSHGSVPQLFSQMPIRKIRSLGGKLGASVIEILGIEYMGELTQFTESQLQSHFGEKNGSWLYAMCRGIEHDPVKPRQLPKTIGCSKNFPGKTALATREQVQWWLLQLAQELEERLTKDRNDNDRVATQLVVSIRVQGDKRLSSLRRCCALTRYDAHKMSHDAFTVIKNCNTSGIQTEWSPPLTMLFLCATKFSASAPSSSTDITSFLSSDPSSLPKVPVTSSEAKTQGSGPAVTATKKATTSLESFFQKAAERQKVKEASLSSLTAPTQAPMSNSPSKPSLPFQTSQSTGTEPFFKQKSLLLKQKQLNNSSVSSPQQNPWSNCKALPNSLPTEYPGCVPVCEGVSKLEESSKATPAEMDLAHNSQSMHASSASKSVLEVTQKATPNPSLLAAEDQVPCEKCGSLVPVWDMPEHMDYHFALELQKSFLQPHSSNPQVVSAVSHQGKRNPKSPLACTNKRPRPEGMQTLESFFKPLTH
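Pol eta at 10 nM preincubated with compounds 15 min at room temperature; reaction started with fluorescent substrate (50 nM final) and read kinetically at 0 and 10 min.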
GRP78 ERSR act: qHTS for Inducers of the Endoplasmic Reticulum Stress Response (ERSR) in Human Glioma: qHTS; U87-MG GRP78 promoter luciferase reporter, 16 h; Potency, µM, inactives show at the highest dose activation, most hits filed as activators; actives 0.02% (n = 420,000); note: potency is the fitted concentration of half-maximal effect; series mostly up to about 76 µM; % of control where 0% means no effect; nearly all actives have a fitted effect of over 35% in size
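Stably transfected U87-MG glioma cells carrying a GRP78-based luciferase sensor; 16 h compound incubation. Luminescence end-point read 10 min after Bright-Glo addition at room temperature.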
Anesthetic bind: qHTS Assay for Identification of Novel General Anesthetics; Potency, µM (titrated, usually from 77.5 µM), for the others: top-dose activity change, negative = displacement, most hits filed as inhibitors; actives 0.074% (n = 350,000); Ferritin light chain (Equus caballus), P02791; apoferritin/1-aminoanthracene competitive binding, fluorescence; note: potency is the fitted concentration of half-maximal effect; % is set by controls: 0 for no effect and ±100 for the full control effect; nearly all actives have a fitted effect of over 20% in size
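Probe: 1-aminoanthracene (50% saturated, PBS). Protein: horse-spleen apoferritin, 10 uM. Incubation: 10 min, room temperature. Detection: 380 nm excitation, 535 nm emission. Analysis: normalized response, four-parameter Hill.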
BLM helicase inh: qHTS Assay for Inhibitors of Bloom's syndrome helicase (BLM). RecQ-like DNA helicase BLM (Homo sapiens), P54132. recombinant BLM DNA unwinding, fluorescence dequenching. Potency, µM (top dose mostly 56.1 µM), without a hit: at the highest dose activity change, negative = inhibition, most hits filed as inhibitors. actives 0.2% (n = 350,000). AID 2528, 2010;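 note: potency is the fitted concentration of half-maximal effect; plate controls were vehicle for no effect and no enzyme for full effect; nearly all actives have a fitted effect of over 35% in size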
Pol beta inh: qHTS Assay for Inhibitors of DNA Polymerase Beta | P06746 | Pol beta primer extension/strand displacement, fluorescence kinetic | Potency, µM (doses to about 114 µM), for inactives: at the highest dose activity change, negative = inhibition, usual class: inhibitors | actives 1.3% (n = 340,000) | AID 485314, 2010; note: potency is the fitted concentration of half-maximal effect; % is set by controls: 0 for no effect and ±100 for the full control effect
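Reaction started by 50 nM substrate onto compound-treated Pol beta (10 nM, 15 min preincubation, room temperature); plates read at 0 min and 10 min. Normalized concentration-effect data fitted by four-parameter Hill equation.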
LDHA block: qHTS assay for inhibitors of human lactate dehydrogenase. L-lactate dehydrogenase A chain (Homo sapiens), P00338. purified LDHA, NADH/diaphorase-resazurin fluorescence; stronger effect = lower value. activity change, % (values are at about 110 or 230 µM). actives 0.15% (n = 480,000); in the data active = activity change below about -30%; inconclusive = mostly about -25% to -30%;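 note: plate controls were DMSO wells for no effect and wells without enzyme for full effect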
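Resorufin fluorescence (ex540/em590), read at 0 and 20 min after diaphorase/resazurin addition, reports the NADH left after a 5 min room-temperature reaction of 2 nM human LDH5 with 0.06 mM NADH and 0.2 mM pyruvate.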
APEX1 inh: qHTS Assay for Inhibitors of the Human Apurinic/apyrimidinic Endonuclease 1 (APE1); Potency, µM (series often up to 65.8 µM), inactives show at the highest dose activity change, negative = inhibition, most hits filed as inhibitors; recombinant APE1, TAMRA/BHQ-2 abasic DNA cleavage fluorescence; actives 0.35% (n = 350,000); DNA repair nuclease/redox regulator APEX1 (Homo sapiens), P27695;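 note: potency is the fitted concentration of half-maximal effect; plate controls were vehicle for no effect and reference inhibitor for full effect; nearly all actives have a fitted effect of over 55% in size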
Target sequence (P27695 whole entry, looked up): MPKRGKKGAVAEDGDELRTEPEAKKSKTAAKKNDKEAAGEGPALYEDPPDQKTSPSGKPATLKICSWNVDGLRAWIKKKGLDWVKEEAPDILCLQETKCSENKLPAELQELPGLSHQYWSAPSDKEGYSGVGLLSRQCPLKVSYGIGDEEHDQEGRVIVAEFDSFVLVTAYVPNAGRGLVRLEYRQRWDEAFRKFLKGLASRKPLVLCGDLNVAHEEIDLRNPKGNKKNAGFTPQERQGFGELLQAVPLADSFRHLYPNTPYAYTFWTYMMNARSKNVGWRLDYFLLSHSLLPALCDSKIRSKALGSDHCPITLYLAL
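Quantitative HTS: incision of a TAMRA/BHQ-2 double-stranded substrate bearing a tetrahydrofuran abasic site by 0.75 nM APE1 raises fluorescence. Substrate 50 nM final, added after 15 min compound preincubation at room temperature; progress as third-minus-first kinetic read difference.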
Pol iota inh: qHTS for Inhibitors of Polymerase Iota; Pol iota fluorescent replication assay, 10 min; DNA polymerase iota (Homo sapiens), Q9UNA4; actives 1% (n = 390,000); Potency, µM (doses to about 115 µM), for the others: at the highest dose activity, negative = inhibition, actives largely listed as inhibitors; note: potency is the fitted concentration of half-maximal effect
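Fluorescent replication assay read twice, at 0 min and 10 min after adding 50 nM (final) substrate. Enzyme (10 nM) and compounds were first incubated 15 min at room temperature; enzyme-free buffer wells were negative controls.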
POLK inh: qHTS for Inhibitors of Polymerase Kappa. DNA polymerase kappa (Homo sapiens), Q9UBT6. purified Pol kappa, fluorescent DNA synthesis assay, 10 min. Potency, µM (top dose mostly 107 µM), for the others: at the highest dose activity, negative = inhibition, hits mostly inhibitors. actives 0.53% (n = 400,000); note: potency is the fitted concentration of half-maximal effect; % is set by controls: 0 for no effect and ±100 for the full control effect
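Fluorescent qHTS in 1536-well format: enzyme (10 nM) and compound sat 15 min at room temperature before 50 nM substrate (final) was added. Signal taken at 0 and 10 min; no-enzyme buffer wells were negative controls.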
* hit, by the source's call; ? = inconclusive; / = not tested or not shown; [ ] = another dose, or the depositor's remark. Unless noted, calls come from the whole dose curve; as a rule, active = well fitted curve in the direction sought with a large enough effect; inconclusive = small, poorly fitted or top-dose-only effect, or another doubt; inactive = no such curve, though single readings can be large; an effect the other way counts as inactive or inconclusive. A portion of the library (hit frequency here may not be typical).

molecule	Pol eta inh	GRP78 ERSR act	Anesthetic bind	BLM helicase inh	Pol beta inh	LDHA block	APEX1 inh	Pol iota inh	POLK inh
CCOC(=O)N1CCC(NC(=O)CSCc2nc(-c3sccc3C)oc2C)CC1	-4%	-2%	-2%	0%	14%	1	7%	-17%	-1%
CCOC(=O)C1CCN(S(=O)(=O)c2ccc3c(c2)NC(=O)C(C)S3)CC1 (stereo unspecified)	0%	-3%	-5%	-2%	0%	-1	40%	-25%	-15%
COCCNC(=O)C(c1ccc(F)cc1)N(Cc1ccco1)C(=O)CCC(=O)Nc1nccs1 (stereo unspecified)	-13%	-7%	-6%	-2%	-1%	2	13%	-3%	-2%
COC(=O)c1ccccc1NC(=O)CCCn1nc([N+](=O)[O-])c(Br)c1C	-7%	0%	?	-3%	20%	2	-1%	-17%	-1%
COC(=O)CC1COc2ccccc2N1C(=O)c1cccc(Cl)c1 (stereo unspecified)	0%	2%	-16%	-7%	0%	-9	?	10%	-2%
COc1ccc2[nH]cc(CCNc3ncnc4ccc(-c5ccccc5OC)cc34)c2c1	/	-1%	/	-2%	/	/	-5%	/	-7%[60.1 µM]
CCCOc1ccc(CNC(=O)CCCn2nc(C)c3sc4ccccc4c3c2=O)cc1	-9%	-5%	-15%	-11%	4%	-4	/	?	-19%
N#Cc1ccc(OCC(=O)NNC(=O)C2CCCCC2)cc1	1%	-2%	/	/	/	-7	27%	-2%	-19%
O=C(NC[C@H]1CCCO1)c1cccc2c1C(=O)c1ccc(-c3ccc(F)cc3OCc3ccccc3)cc1S2(=O)=O	-8%	-3%	/	/	/	3	0%	-24%	-27%
O=C(NCc1csc(-c2cccs2)n1)c1ccccc1	1%	4%	3%	-3%	2%	-1	-2%	21%	-15%
Cc1nn(-c2nc3ccccc3s2)c(N)c1-c1ccccc1	-2%	11%	-9%	2%	4%	-2	24%	5%	-5%
CS(=O)(=O)c1ccc(C(=O)Nc2ccc(N3CCOCC3)cc2)c(Cl)c1	-11%	-2%	-8%	0%	28%	2	1%	13%	2%
CCc1ccc(CN(C)C(=O)c2cc(COc3cccc(C(F)(F)F)c3)on2)nc1	-15%	6%	-19%	-14%	-2%	-4	-22%	24%	-6%
CCOc1cc(/C=N/NC(=O)c2ccc(NC(=O)C3CC3)cc2)ccc1O	-4%	6%	-13%	-2%	?	1	-10%	?	-29%
COc1ccccc1C(=O)Nc1cc(C)on1	-4%	-4%	-12%	-11%	26%	-1	27%	84%[activator]	-7%
COc1ccc(S(=O)(=O)N2CCC(C(=O)N3CCCCCC3)CC2)cc1	-4%	0%	-16%	-3%	0%	-7	2%	-8%	-16%
Cc1ccc2[nH]c3c(c2c1)CN(C(=O)CN1CCSCC1)CC3	/	/	-17%	-8%	2%	/	-10%	/	/
CC(CC(=O)Nc1cc([N+](=O)[O-])ccc1Cl)c1ccccc1 (stereo unspecified)	10%	-3%	?	-4%	27%	-4	-3%	2%	-9%
COc1cc(OC)cc(C(=O)NC(=S)NCc2ccco2)c1	-5%	0%	?	-4%	21%	3	-1%	-19%	-13%
O=C(NCc1ccc2c(c1)OCO2)C1COc2ccccc2O1 (stereo unspecified)	9%	-6%	-8%	2%	7%	-5	9%	7%	0%
CN(CC(=O)Nc1c(Cl)cccc1Cl)C(=O)c1cc(-c2cccs2)nn1-c1ccccc1	-17%	4%	/	/	/	-11	1%	13%	-5%
Cc1cc(C)c2[nH]c(=O)c(CN(Cc3ccc4c(c3)OCO4)Cc3nnnn3C3CCCC3)cc2c1	0%	-6%	-18%	-4%	3%	-2	-4%	8%	-11%
COc1ccc(Cl)cc1-c1ccc(C(=O)O)o1	/	-6%	-4%[163 µM]	1%[120 µM]	/	/	-9%[120 µM]	/	0%
CCn1cc(/C=C(\NC(=O)c2cc(OC)c(OC)c(OC)c2)C(=O)NCCN2CCOCC2)c2ccccc21	-14%	0%	-2%	0%	34%	-1	29%	-17%	3%
CS(=O)Cc1cc(Sc2ccccc2)nc(-c2cccnc2)n1 (stereo unspecified)	-15%	-4%	-7%	0%	32%	-15	-1%	53%[activator]	-3%
Cc1cc(=O)[nH]c2nnc(SCc3ccc(Cl)c(Cl)c3)n12	-13%	-2%	3%	3%	?	-7	/	14%	-8%[60.1 µM]
Cn1ccc(C(=O)N2CCCc3ccccc32)n1	-10%	-3%	-24%	-2%	22%	-8	?	15%	-3%
CSCc1ccc(C(=O)NCC(c2cccs2)N2CCOCC2)cc1 (stereo unspecified)	-10%	-4%	/	/	/	-9	19%	28%	-4%
Cc1cc(NC(=O)CCn2c(=O)sc3ccccc32)no1	-8%	-3%	/	/	/	-11	/	35%[activator]	-2%
C=CCOC(=O)C1=C(C)NC(SCC(=O)Nc2ccc(C)c(Cl)c2)=C(C#N)C1c1ccco1 (stereo unspecified)	-8%	13%	-9%	-6%	-18%	-7	-4%	9%	-6%
N#Cc1c2n(c3c(=O)n(Cc4ccc(Cl)cc4)cnc13)CCCC2	-1%	0%	?	-1%	1%	-8	2%	?	-6%
COCc1cc(C)nc(SCC(=O)NCc2ccco2)c1C#N	-4%	-4%	-6%	-2%	-2%	-3	-2%	-7%	-4%
COc1ccccc1C(=O)NC(C)C(c1cccs1)N1CCOCC1 (stereo unspecified)	-2%	-1%	-1%	0%	?	-7	1%	-4%	-14%[60.1 µM]
O=C(CSc1ncn[nH]1)Nc1nc(-c2cccc([N+](=O)[O-])c2)cs1	26%	-1%	-15%	-3%	7%	-14	-1%	-16%	-7%
O=C(Nc1ccccc1)Nc1cc(Cl)cc(Cl)c1	-18%	-3%	-1%	-7%	1%	-2	10%	-2%	0%
O=C(Cn1c(=O)n(CCc2c[nH]c3ccccc23)c(=O)c2cccnc21)Nc1ccccc1F	-20%	4%	-8%	-5%	7%	-16	1%	0%	-21%
C=CCN1CC(C(=O)N2CCC(Cc3ccc(Cl)cc3)(C(=O)OCC)CC2)CC1=O (stereo unspecified)	-22%	-4%	-8%	0%	1%	-6	7%	31%[activator]	7%
O=C(COc1ccccc1F)NC1CC(=O)N(c2ccc3c(c2)OCCO3)C1 (stereo unspecified)	-8%	-2%	2%	-1%	30%	0	/	15%	-3%[60.1 µM]
Cc1nnc(SCc2ccccc2)n(N)c1=O	3%	-2%	-8%	-15%	3%	-7	0%	7%	-8%
Cc1cccc(-c2nc(CSCC(=O)N3CCN(c4ccccc4)CC3)c(C)o2)c1	-16%	-4%	47%[activator]	-6%	1%	-7	/	2%	-10%
CCN(CC)C(=O)CSc1nc2c(sc(=S)n2-c2ccccc2)c(=O)n1-c1ccc(OC)cc1OC	-21%	2%	4%	-6%	47%	-2	-20%	36%[activator]	5%
C=C1CC2C=C(NC(C)=O)CC(C1)C2 (stereo unspecified)	-17%	-1%	?	-5%	2%	-1	2%	1%	-3%
CC12CCC(C(=O)N(Cc3ccccc3)Cc3ccccc3)(OC1=O)C2(C)C (stereo unspecified)	-10%	-3%	-10%	-6%	-1%	-7	7%	5%	-14%
O=C(O)c1ccccc1C(=O)NCc1ccc(F)cc1	2%	1%	-23%	-2%	31%	-1	11%	15%	1%
CCOc1ccccc1NC(=O)C1CCN(C(=O)Cc2ccccc2)CC1	-19%	-2%	-9%	-5%	40%[activator]	2	-3%	41%[activator]	7%
COc1cc(NC(=O)CSc2nc3ccccc3cc2C)c(C(=O)O)cc1OC	-19%	2%	-14%	-2%	5%	-7	0%	8%	-3%
CCOC(=O)NC(=O)c1cn(Nc2ccccc2)c(=O)[nH]c1=O	-9%	-3%	8%	-6%	-13%	-12	18%	2%[58.9 µM]	1%
Oc1c(C(c2ccccc2Cl)N2CCCC2)sc2nc(-c3ccco3)nn12 (stereo unspecified)	21%	-3%	-23%	-1%	8%	-1	/	-10%	-8%[60.1 µM]
C=CCc1cccc2cc(C(=O)NC3CCCC3)c(=O)oc12	-13%	4%	-23%	-2%	24%	0	-2%	85%[activator]	-3%
CC1CC(O)C(C)CN1 (stereo unspecified)	-9%	-1%	2%	-1%	19%	-3	-4%	162%[activator]	1%
O=C(CN1C(=O)CCSc2ccccc21)Nc1ccc(C(F)(F)F)cc1	-11%	-3%	-4%	-13%	9%	-7	/	-2%	-15%
CCOC(=O)c1ccc(CNC(=O)c2cc(COc3ccccc3SC)on2)o1	0%	0%	-14%	-2%	1%	-10	-23%	15%	-5%
Cc1ccc(Cl)c2sc(N3CCN(C(=O)C4CC4)CC3)nc12	-6%	-1%	?	3%	?	0	/	24%	-4%[60.1 µM]
CC(C)CCSc1cc(NCCO)c([N+](=O)[O-])c2nonc12	-18%	3%	?	-4%	18%	12	-10%	169%[activator]	-9%
CCCNc1ncccc1C(N)=O	2%	-6%	1%	0%	23%	-7	0%	12%	-1%
CC(=O)/C(=C/c1ccc(N(C)C)cc1)C(=O)c1ccccc1	-10%	-3%	-5%	-1%	12%	-3	?	7%	-3%

Source: PubChem BioAssay (National Center for Advancing Translational Sciences (NCATS))
